Source: PubChem BioAssay (several laboratories)
Smad3 inh = blocks human Smad3 binding to FoxH1 peptide; P84022; TR-FRET Smad3/Dy647-FoxH1 peptide binding, europium anti-His; inhibition, % at 25 µM; 0.29% of 88,000 active;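 active = compounds that reduce the energy-transfer binding signal between the protein and its labelled peptide by more than half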;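 also: 0% = Smad3 plus labelled peptide maximal FRET and 100% = peptide-only background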
Target sequence (P84022 whole entry, looked up): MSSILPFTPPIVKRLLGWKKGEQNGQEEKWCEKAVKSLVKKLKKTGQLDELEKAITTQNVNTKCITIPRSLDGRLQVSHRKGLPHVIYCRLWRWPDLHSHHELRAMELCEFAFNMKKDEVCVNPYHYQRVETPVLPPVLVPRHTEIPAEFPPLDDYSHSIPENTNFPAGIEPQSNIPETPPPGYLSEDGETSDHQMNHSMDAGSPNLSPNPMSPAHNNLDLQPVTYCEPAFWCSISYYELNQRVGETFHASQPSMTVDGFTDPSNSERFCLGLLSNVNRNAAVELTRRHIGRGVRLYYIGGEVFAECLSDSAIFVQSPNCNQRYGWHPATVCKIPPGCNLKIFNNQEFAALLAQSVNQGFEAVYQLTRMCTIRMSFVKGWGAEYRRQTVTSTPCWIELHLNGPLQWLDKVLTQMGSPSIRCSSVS
Lung fibro prol = blocks proliferation of human lung fibroblasts. AID 719. 1.1% of 85,000 active. viability, % at 10 µM. LL 47 human lung fibroblast viability, ATP luminescence; stronger effect = lower value;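 active = viability at or below 50% in the single dose screen; inactive = viability above 50%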;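 also: compound exposure lasted 72 h before the ATP readout; 100% = median luminescence of untreated cell-only wells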
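material = human LL 47 lung fibroblast cells | dosing = compounds added from tenfold dosing solution, 0.1% DMSO final | timing = overnight cell rest, 72 h compound treatment at 37 °C | measured by = CellTiter-Glo luminescence measuring cellular ATP | evaluation = % viability versus median cells-only luminescence | control set = cell-only wells, no compound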
PTK2B oligo ant = antagonists of human Pyk2 oligomerization. Q293 cells, Pyk2 FERM NanoBiT luminescence; stronger effect = lower value. Q14289. AID 1347419. z-score (the deposit names both 25 µM and 10 µM). 0.83% of 99,000 active;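 active = Z-score of -3 or lower, scaled per plate to the spread of control and sample wells; inactive = z-score above -3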;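 also: negative z-score means lost luminescence so less FERM oligomerization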
H69AR inhibit = growth inhibitors of human H69AR lung tumor cells; H69AR lung tumor viability, ATP luminescence, 72 h; stronger effect = lower value; viability, % at 10 µM; 6% of 85,000 active; AID 598;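 active = viability at or below 40%; inactive = viability above 40%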;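 also: multidrug resistant small cell line overexpressing MRP-1 efflux transporter; 100% = mean luminescence of untreated control wells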
HUVEC tox TNFa = toxic to HUVEC cells under TNF alpha stimulation; 0.17% of 93,000 active; AID 848; HUVEC TNFalpha-stimulated, Hoechst cell count, imaging; cell count reduction, % at 2 µM;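 active = cell count reduction exceeding the screen mean by over 5 SD, scaled to untreated wells per plate, cut at about 78% in these data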;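 also: cells counted after 24 h of TNF alpha exposure following the 1 h pretreatment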
IL1B cytotox = HUVEC cytotoxicity counter-screen, IL-1B stimulated; HUVEC cell count loss, Hoechst imaging; cell count reduction, % at 2 µM; 0.41% of 94,000 active; AID 845;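 active = cell count reduction more than 3 SD above the screen-wide mean, cut at about 70% in these data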;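 also: normalized per plate to untreated control cells as the no-loss baseline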
VCAM1 TNFa inh = reduces TNF alpha induced VCAM1 expression in HUVEC; 0.48% of 95,000 active; inhibition, % at 2 µM; AID 802; HUVEC TNFa-induced VCAM-1 immunofluorescence, high-content imaging;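 active = inhibition above the batch mean plus 3 SD, with images confirmed as a hit by eye, cut at about 37% in these data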;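 also: 0% = TNF-stimulated DMSO wells and 100% = unstimulated control wells; not every result past the cut was called active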
HUVEC prolif 384 = inhibitors of human endothelial cell proliferation; HUVEC proliferation, CellTiter-Glo luminescence, 72 h; stronger effect = lower value; viability, % at 10 µM (by protocol); 1.1% of 86,000 active;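 active = viability at or below 30%; inactive = viability above 30%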;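 also: 100% = median luminescence of DMSO-only cell control wells on each plate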
cytoskel mod = cytoskeleton assembly modification. HUVEC TNFa F-actin phalloidin imaging, high content. inhibition, % at 2 µM. 0.18% of 91,000 active;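 active = inhibition above the batch mean plus 3 SD and confirmed as a hit by visual image inspection, cut at about 30% in these data, passing the limit was not always enough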; also: strong numbers were not always called active
An asterisk follows results filed as active; nt = not tested or not shown; [ ] = another dose, or the depositor's remark. An excerpt (hit frequency here may not be typical).

SMILES	Smad3 inh	Lung fibro prol	PTK2B oligo ant	H69AR inhibit	HUVEC tox TNFa	IL1B cytotox	VCAM1 TNFa inh	HUVEC prolif 384	cytoskel mod
Cc1ccc(-n2nc(C)c3c2OC(N)=C(C#N)C3c2ccco2)cc1 (stereo not drawn)	4	100	-0.63	100	-29	-14	-5	78	6
CN(C)S(=O)(=O)N1CCN(CC(O)COc2ccc(C(=O)c3ccccc3)cc2)CC1 (stereo not drawn)	-3	103	0.15	79	-5	1	6	89	0
COc1ccc(-n2nnnc2SCC(=O)c2cc3ccccc3o2)cc1	14	92	1.1	96	-13	-9	-3	80	4
COc1ccc(CNC(=O)C(NS(=O)(=O)c2ccc3c(c2)CCCN3C(C)=O)C(C)C)cc1 (stereo not drawn)	2	101	0.39	97	-10	-17	-7	90	12
CC(C)C(c1nnnn1CCc1ccccc1)N1CCOCC1 (stereo not drawn)	8	102	0.87	94	-3	-5	-17	90	-1
COc1ccc(C(=O)N2CCN(S(=O)(=O)c3ccccc3)CC2)c(OC)c1	4	104	0.7	98	-5	7	8	100	-9
Cn1c(=O)c([N+](=O)[O-])c(NCc2ccccc2)c2ccccc21	nt	nt	-0.5	nt	10	-1	-4	nt	-17
N/C(=N\OC(=O)c1cc(Cl)ccc1Cl)c1cccnc1	-8	96	-0.67	49	-5	15	31	87	11
CC(C)(C)c1ccc(C(=O)Nc2nonc2-c2nc3ccccc3[nH]2)cc1	1	91	-0.14	85	1	10	1	91	5
Cc1noc(/C=C/N(C)C)c1S(=O)(=O)N1CCCC(C(=O)NCc2ccc(Cl)cc2)C1 (stereo not drawn)	15	92	-0.08	102	-5	-22	9	85	-14
COc1cc(/C=N/NC(=O)c2cnn3c(C)cc(-c4ccccc4)nc23)ccc1O	nt	nt	-1.4	nt	-26	6	21	nt	17
S=c1[nH]ncc2ccccc12	3	99	0.56	90	-19	-18	-3	95	21
O=C(OC1CCS(=O)(=O)c2sccc21)c1ccccc1 (stereo not drawn)	-3	112	0.33	92	-3	-7	6	104	nt
CCCn1nnc(NC(=O)c2cc(Br)ccc2OC)n1	2	99	-0.45	84	2	-25	6	86	-4
O=c1nc2n(c3sc4c(c13)CCC4)Cc1ccccc1-2	-1	98	nt	95	nt	nt	nt	92	nt
CS(=O)(=O)N(Cc1ccc(Cl)cc1)c1ccc(C(=O)NCCC2=CCCCC2)cc1	0	90	0.87	73	-27	3	0	48	nt
CCC(=O)/C=C1\Sc2ccc(OC)cc2N1CCO	-8	99	-0.11	94	nt	-9	nt	108	nt
COc1ccc(NC(=O)C2CC2)cc1-n1cnnn1	6[fluorescence artefact?]	102	0.03	104	-24	-1	-4	86	39
CSc1ccc(CCNC(=O)C2CCN(c3nnc(-n4cccc4)s3)CC2)cc1	2	98	nt	93	-15	-6	3	111	-10
O=C(NC1CCCC1)C1CCCN1C(=O)Nc1ccccc1 (stereo not drawn)	-11	107	-0.06	96	-29	5	22	105	16
COC(=O)C1CCN(C(=O)c2ccccc2Oc2ccccc2)CC1	10	95	-0.14	94	0	-11	-14	103	-15
C=CCSC1=N/C(=C\c2ccc3c(c2)OCO3)C(=O)S1	3	97	1.6	94	-26	-26	-30	91	7
Cc1cc(C)c(NC(=O)c2ccc(S(=O)(=O)N3CCOCC3)cc2)c(C)c1	11	93	nt	91	nt	nt	nt	92	nt
O=C(NCCc1ccccc1)c1cc2ncc(Br)cn2n1	19	93	0.19	101	12	14	2	99	-19
COc1ccc(CN2CCn3ncc(C(=O)Nc4cc(C)cc(C)c4)c3C2=O)cc1	-9[fluorescence artefact?]	81	1.3	50	-3	4	8	10*	nt
Cc1cc(C(C#N)c2cccc(Cl)c2)n2ncnc2n1 (stereo not drawn)	-9	102	-2.2	104	-7	-7	13	102	2
Cc1ccc(NC(=O)CN(C)c2ccc(S(=O)(=O)N3CCN(C)CC3)cn2)cc1	-9	96	0.29	106	43	0	5	86	-39
CCCCC(=O)Nc1ccc(C(=O)Nc2ccc(S(=O)(=O)N3CCCC3)cc2)cc1	-1[fluorescence artefact?]	42*	-1.1	63	31	-6	30	93	-1
c1ccc2nc(N3CCCC3)c(N3CCCC3)nc2c1	-1	93	0.8	82	-9	-4	11	95	2
Cc1cccc(C)c1NC(=O)CN1C(=O)S/C(=C\c2cccn2C)C1=O	nt	nt	1.1	nt	-2	-7	-6	nt	-37
Cc1nc(OCc2ccccc2)c2sc3nc4c(cc3c2n1)COC(C)(C)C4	-10	96	-1.4	98	-4	-1	-9	92	1
O=C1c2ccccc2C(=O)N1Cc1nc(-c2ccccn2)no1	13	88	0.92	97	-6	11	-4	110	18
O=C(CCC1CCCCC1)Nc1c2c(nn1-c1ccc(F)cc1)CS(=O)C2 (stereo not drawn)	2	104	1.1	99	-6	76*	-2	82	3
CCOCCCn1c(C)nc2c(c1=O)c1nc3ccccc3nc1n2CCC1=CCCCC1	1	85	-0.38	nt	-4	-13	-27	68	32
O=C1CC(SCc2nc3ccccc3[nH]2)C(=O)N1c1ccc(F)cc1 (stereo not drawn)	-4	99	-1.1	95	-22	15	25	102	-2
CC(C)n1nnnc1SCC(=O)NCc1cccs1	-1	96	-0.17	85	-21	-38	-29	96	12
CCOC(=O)C1CCN(C(=O)COc2ccc(Cl)cc2Cl)CC1	2	95	0.49	82	12	3	22	94	-8
c1ccc2c3c([nH]c2c1)-c1[nH]ncc1CC3	0	95	-0.04	103	-17	-84	16	55	-10
CC12CCC(C(=O)N(CSC(=S)N/N=C\c3ccccc3)C1=O)C2(C)C (stereo not drawn)	1	96	-0.03	105	5	12	8	95	-14
O=C(Cn1ncc2c(=O)oc3ccccc3c21)NCC1CCCO1 (stereo not drawn)	-10	96	nt	103	-8	2	10	100	5

The list goes on, overlapping the part above by two compounds.
SMILES	Smad3 inh	Lung fibro prol	PTK2B oligo ant	H69AR inhibit	HUVEC tox TNFa	IL1B cytotox	VCAM1 TNFa inh	HUVEC prolif 384	cytoskel mod
CC12CCC(C(=O)N(CSC(=S)N/N=C\c3ccccc3)C1=O)C2(C)C (stereo not drawn)	1	96	-0.03	105	5	12	8	95	-14
O=C(Cn1ncc2c(=O)oc3ccccc3c21)NCC1CCCO1 (stereo not drawn)	-10	96	nt	103	-8	2	10	100	5
CC(=O)c1cc(-c2ccccc2)n(CCC(=O)NCc2cccs2)c1C	nt	nt	-0.61	nt	3	-8	-1	nt	13
Cc1nnsc1C(=O)NC1CCCCC1	nt	nt	1.5	nt	-9	-6	4	nt	-40
N#Cc1ccc(-c2ccc(Cl)cc2)nc1SCC(=O)c1cccc(Cl)c1	nt	nt	0.11	nt	-19	-1	3	nt	10
COc1ccc(-c2nnc(SCC(=O)N3CCCCC3)o2)c(OC)c1	8	107	0.45	89	nt	nt	nt	107	nt
COc1ccc(-c2cc(N)n(CCC#N)n2)c(OC)c1	-32	106	0.36	97	-17	-1	2	89	nt
C=CCn1c(CCC(=O)O)ccc1-c1ccc(OC)cc1	5	96	-0.16	95	-8	-11	4	103	-34
CS(=O)(=O)c1ccc(Cl)c(C(=O)O)c1	8	104	1.8	89	-32	-11	6	94	nt
COc1ccc(OC)c(C2C(C(=O)Nc3cccnc3)=C(C)NC3=C2C(=O)CCC3)c1 (stereo not drawn)	4	103	0.42	89	3	-21	17	103	-7
O=C(NCCN1CCOCC1)c1cc(-c2ccco2)on1	8	96	-0.18	103	nt	nt	nt	95	nt
C=CCOC(=O)CCC(=O)Nc1cccc2ccccc12	5	92	0.51	106	nt	nt	nt	109	nt
Brc1ccc(-c2nn3c(-c4ccco4)nnc3s2)o1	8[fluorescence artefact?]	89	0.8	nt	-18	-30	-10	88	-11
Cc1ccc(C)c(NC(=O)Cn2c([N+](=O)[O-])cnc2C)c1	nt	nt	0.35	nt	-10	-1	2	nt	4
O=C(c1cccnc1)N1C2CCC1CC(O)(c1ccc(F)cc1)C2 (stereo not drawn)	-7	101	-0.74	92	-19	-4	-9	97	-14
O=C1C2CCCN2C(c2ccccc2F)N1c1cccc(Cl)c1 (stereo not drawn)	8	100	nt	93	-21	-14	7	100	-9
Cc1ccc(N2C=Nc3ccc(C)c4nc(C)cc2c34)cc1	nt	nt	-1.1	nt	-2	3	-8	nt	14
Cc1nn(C)cc1CNC(=O)Nc1ccc(Br)cc1Cl	-2	97	1.6	nt	10	15	28	95	7
CCCCCOc1ccc(Cl)cc1CN1CCOCC1	4	96	-0.23	76	-32	0	-46	113	15
Brc1ccc(-c2nc(-c3ccccc3)no2)o1	4	95	0.02	76	-17	-11	-10	97	-23
Cc1cc(/C=C(\C#N)C(=O)NCc2ccco2)c(C)[nH]1	-3	101	0	86	-22	2	5	90	-16
Clc1ccc2nc(N3CCNCC3)nc(-c3ccccc3)c2c1	-9	2.4*	-1.2	0.8*	15	8	7	4.3*	4
CSc1ccccc1C(=O)N1CCN(c2ccc(F)cc2)CC1	5	104	0.7	99	-36	-46	13	103	3
CCC1=Nc2ccc(Br)cc2C(c2ccccc2)N1CC(=O)OC (stereo not drawn)	nt	nt	-0.88	nt	11	-22	-3	nt	12
CCOC(=O)c1sc(NC(=S)NC(=O)CC(C)C)cc1C	nt	nt	-0.48	nt	-7	9	-17	nt	6
COc1ccc(Cn2nnnc2C(C(C)C)N(Cc2ccco2)Cc2cccs2)cc1 (stereo not drawn)	1	85	1.6	51	-14	-34	19	94	-11
O=C(CNS(=O)(=O)/C=C/c1ccccc1)OCC(=O)N1CCC(Cc2ccccc2)CC1	nt	nt	0.24	nt	-8	12	0	nt	15
CCOC(=O)CCn1cc(F)c(=O)n(Cc2ccccc2)c1=O	2	100	0.16	112	-1	-4	-10	105	25
COc1ccc(/C=C/C(=O)NC(=S)NNC(=O)c2ccco2)cc1	15	63	-0.5	31*	-18	9	-13	43	11
CCCn1nnnc1SCC(=O)NCc1ccccc1	0	105	0.26	93	nt	9	nt	110	-2
c1ccc(-c2ccccc2OCCn2cncn2)cc1	7	94	0.81	90	10	-5	-21	97	-1
CC(=O)Nc1ccc(Cc2ccncc2)cc1	-8	90	-0.03	97	-6	-1	11	106	0
O=C1CC(SCCO)C(=O)N1c1ccccc1 (stereo not drawn)	-2[fluorescence artefact?]	98	0.28	82	21	-1	25	95	-16
CCOC(=O)CNC(=O)CSc1ncnc2c1cnn2-c1ccc(OC)cc1	10	107	2.1	95	-10	2	9	91	4
COc1ccccc1/C=C/C1=NC(=C\N(C)C)/C(=O)O1	11	101	-0.4	94	-24	-186	5	91	10
Cc1oc(-c2ccc(Cl)cc2)cc1-c1nn2c(-c3ccco3)nnc2s1	-15	99	nt	64	nt	nt	nt	88	nt
Cc1ccc(-c2cc(C(F)(F)F)n3nc(C(=O)N4CCCC4)cc3n2)cc1	-5	90	nt	75	-9	3	13	96	-2
COc1cccc(OCC(O)CN(CCO)Cc2ccccc2)c1 (stereo not drawn)	nt	nt	-0.13	nt	-4	24	-3	nt	11
COc1ccc(OC)c(C(=O)COC(=O)c2c(OC)cccc2OC)c1	-5	103	0.39	86	nt	nt	nt	93	nt
CC(=O)Nc1ccc(Nc2ncnc3c2cnn3-c2cccc(C)c2)cc1	nt	nt	-0.02	nt	-26	12	-7	nt	45
O=C(Cn1nnc2ccccc2c1=O)N1CCCc2ccccc21	2	93	0.67	90	-18	25	-8	97	-42
CSc1nc(NC(C)C)nc(N2CCOCC2)n1	-9	92	1.5	101	3	-8	13	93	-8
